INS promoter inh = TRM-6 insulin promoter activity inhibition; TRM-6 cells (human fetal islet line), insulin promoter-eGFP reporter, imaging; reporter expression induced with tamoxifen; inhibition, % at 2 µM; 130,000 compounds, 0.9% hits; AID 1273;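 active = inhibition above the mean plus 3 SD, with well images judged a real hit on visual review, cut at about 60% in these data, passing the limit was not always enough; inconclusive = inhibition over the cutoff but images rejected on review; inactive = inhibition not above the cutoff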
sdo1 growth = restores growth of sdo1-depleted yeast; S. cerevisiae sdo1-depleted JHY4D growth rescue, OD600 30 h; stronger effect = higher value; pdr5 snq2 efflux-pump mutant strain; z-score at 10 µM; 140,000 compounds, 0.21% hits; AID 817;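 active = z-score above 3 at both the 24 hr and the 30 hr optical density reads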;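 also: z-score against mean and SD of all compound wells on the same plate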
sdo1 growth Rescue 24 h = recorded beside sdo1 growth, whose call it bears; z-score; S. cerevisiae sdo1-depleted JHY4D growth rescue, OD600; measured here: growth rescue at 24 h;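 0 is the plate mean of compound wells and units are plate SD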
* marks the source's active call; other numbers are inactive results; ? = inconclusive; . = not tested or not shown.

sdo1 growth	sdo1 growth Rescue 24 h	INS promoter inh	structure
-0.85	-0.06	15.9	N#CC1(Cc2ccc(Cl)cc2)c2ccccc2C=CN1C(=O)c1ccccc1 (stereo not drawn)
0.75	0.93	-21.4	COc1ccccc1NC(=O)N1CCCC1C(=O)NCc1ccc(F)cc1 (stereo not drawn)
.	.	-40.0	C/C(=N\NC(=S)NCc1ccccc1)c1ccc2ccccc2c1OC(F)F
-0.38	-1.47	.	Cc1cc(=O)oc(C)c1C(=O)NCCN1CCOCC1
.	.	-36.4	CCOC(=O)c1sc2nc(CSc3ccccc3Cl)[nH]c(=O)c2c1C
.	.	-13.3	Cc1ccc(C)c(OC2=NS(=O)(=O)c3ccccc32)c1
-1.75	-0.64	18.3	Cc1ccc(/C=N/NC(=O)CCCOc2ccc(Cl)cc2Cl)cc1[N+](=O)[O-]
0.27	0.51	20.8	CC(C)CCNS(=O)(=O)c1ccc(-c2ccc(S(=O)(=O)NCCC(C)C)cc2)cc1
0.13	-0.75	29.0	O=C(Nc1cccnc1)c1ccccc1F
-0.16	0.6	-46.7	COc1ccc(-c2cc(C(F)(F)F)nc(N3CCCCCC3)n2)cc1
.	.	75.0*	O=C(CS(=O)(=O)c1ccccc1)Nc1nc(-c2ccc(F)cc2)cs1
0.41	0.95	14.7	Cc1ccc(C2(C)NC(=O)N(CCOc3ccccc3)C2=O)cc1 (stereo not drawn)
-0.12	0.08	5.3	COc1ccc(OC)c(-n2c(=S)[nH]c3cc(C(=O)NCCCN4CCCC4=O)ccc3c2=O)c1
-0.23	-1.27	0.0	C/C(=N\N1CCN(c2ccc(Cl)cc2)CC1)c1ccco1
-0.05	-0.02	21.4	COc1ccc(NC(=S)NNC(=O)OC(C)(C)C)cc1OC
0.92	-0.14	10.7	O=C(CCc1ccccc1)NNC(=O)c1ccco1
-2.06	0.72	6.2	CCCCCOC(=O)NCCOC(=O)Nc1ccc(C(=O)OCC)cc1
0.14	0.07	-143.8	CCOCc1nnc(NC(=O)c2ccco2)s1
-0.03	-1.16	.	CC1=C(C(=O)OC(C)C)C(C)NC(=O)N1 (stereo not drawn)
0.14	-0.07	18.9	CCOC(=O)c1c(C)n(C)c2ccc(O)c(CN3CCCCC3)c12
.	.	-127.8	O=S(=O)(c1ccc(Cl)cc1)n1cccn1
-0.35	-0.36	-13.8	Cc1cc(OCCCn2cnc3ccccc3c2=O)ccc1[N+](=O)[O-]
-0.1	-0.65	.	CC(C)(C)c1ccc(-c2nnc(SCC(=O)O)n2N)cc1
0.75	-0.21	.	CC(=O)c1ccc(OCC(=O)NC2CCS(=O)(=O)C2)cc1 (stereo not drawn)
1.09	1.44	-16.0	CCOCCn1c(=NC(=O)c2cc(Cl)sc2Cl)sc2cc(S(N)(=O)=O)ccc21
0.09	0.06	-4.7	COc1ccccc1-n1cnc2cc(C(=O)NC3CCCC3)ccc21
0.42	0.53	39.5	COc1ccccc1NC(=O)CC(=O)CSc1nnc(-c2ccc(C)cc2)n1-c1ccccc1
-0.07	1.95	.	C=CCn1c(SCC(=O)NC(=O)NCc2ccco2)nc2sc(C)c(C)c2c1=O
0.7	0.57	66.7	Cc1ccc(-c2noc(CCC(=O)N3CCCC3)n2)cc1
0.25	0.47	0.0	COc1ccc(NC(=O)C(c2cc3c(cc2[N+](=O)[O-])OCO3)N(C)C)cc1 (stereo not drawn)
-1.37	-0.53	16.7	Cc1cc(=O)oc2cc(OCC3CC(c4ccccc4)=NO3)ccc12 (stereo not drawn)
-0.06	-0.5	-10.8	CCN(CC(=O)NC1CCS(=O)(=O)C1)S(=O)(=O)c1ccccc1 (stereo not drawn)
0.28	0.24	-45.7	COC(=O)C1C2C=CC(C3CC23)C1C(=O)OCC(=O)c1ccc(OC)cc1 (stereo not drawn)
1.34	1.18	50.0	Cc1ccc2nc(N(CCCN(C)C)C(=O)c3ccc(S(=O)(=O)N(C)C)cc3)sc2c1
-0.04	0.2	48.8	CNC(=O)CC(=O)Nc1ccccc1C(=O)O
-1.22	0.35	25.0	Cc1ccc(S(=O)(=O)c2cc3c(=O)n4ccccc4nc3n(Cc3ccco3)c2=N)cc1
-0.92	-0.87	-47.4	Cc1ccc(N2C(=O)C3CC(c4ccccc4)=C4C5C=CC(C6C(=O)N(c7ccc(C)cc7)C(=O)C56)C4C3C2=O)cc1 (stereo not drawn)
.	.	-12.5	CCOC(=O)C1(CCc2ccccc2)CCN(Cc2ccn[nH]2)CC1
-0.38	-1.48	10.0	Fc1cccc(CSc2nc3ccncc3[nH]2)c1
0.23	0.12	45.0	CCOC(=O)n1cc(-c2cnc(CNC(=O)C(C)(c3ccccc3)c3ccccc3)o2)c2ccccc21

Brought forward from above: 5 entries, followed by the next part.
sdo1 growth	sdo1 growth Rescue 24 h	INS promoter inh	structure
-1.22	0.35	25.0	Cc1ccc(S(=O)(=O)c2cc3c(=O)n4ccccc4nc3n(Cc3ccco3)c2=N)cc1
-0.92	-0.87	-47.4	Cc1ccc(N2C(=O)C3CC(c4ccccc4)=C4C5C=CC(C6C(=O)N(c7ccc(C)cc7)C(=O)C56)C4C3C2=O)cc1 (stereo not drawn)
.	.	-12.5	CCOC(=O)C1(CCc2ccccc2)CCN(Cc2ccn[nH]2)CC1
-0.38	-1.48	10.0	Fc1cccc(CSc2nc3ccncc3[nH]2)c1
0.23	0.12	45.0	CCOC(=O)n1cc(-c2cnc(CNC(=O)C(C)(c3ccccc3)c3ccccc3)o2)c2ccccc21
1.45	1.61	.	CCCC(O)(CCC)C(=O)NN(C(=O)OC)c1ccccc1
1.04	-0.03	-16.7	Cn1c(SCC(=O)c2ccccc2)nnc1-c1ccc(O)cc1
-0.96	-0.07	.	O=C(CSc1nc2ccccc2o1)N1CCN(S(=O)(=O)c2ccc3ccccc3c2)CC1
1.39	1.31	8.8	CCOC(=O)/C=C(\C)Nc1cc(C)nn1-c1ccccc1
-1.56	-1.22	.	Cc1cc(C=C2C(=O)c3ccccc3C2=O)c(C)n1-c1ccccc1
0.23	0.05	-20.0	CNC(=O)/C(C#N)=C/c1c(N2CC(C)OC(C)C2)nc2ccccn2c1=O (stereo not drawn)
-0.93	-1.71	10.8	CC1(C)CC(O)(CNCc2ccc3c(c2)OCO3)CCO1 (stereo not drawn)
-0.12	-0.55	27.8	O=C(CNS(=O)(=O)c1ccccc1)NCc1ccccn1
0.5	0.65	-53.1	O=C(CCc1nc2ccccc2c(=O)[nH]1)NCc1cccc(Cl)c1
-0.23	-0.67	-38.5	CCOC1=NC(C(=O)O)c2ccccc2/C(=C(/C)Cl)N1 (stereo not drawn)
1.37	1.42	10.7	Cc1ccc(C(=O)Nc2cccnc2)cc1NC(=O)c1ccco1
-1.55	-1.46	11.4	O=C(/C=C/c1ccc2c(c1)OCO2)N1CCN(c2ccc(Cl)cc2)CC1
.	.	-13.3	O=C(/C=C/c1ccccc1Cl)NNC(=O)c1cccs1
-0.71	-1.21	-6.5	CCc1ccc2c(CN3CCN(S(=O)(=O)c4ccc5c(c4)OCCO5)CC3)cc(=O)oc2c1
.	.	52.9	Cc1ccc(N2CCN(C(=O)c3cccc([N+](=O)[O-])c3)CC2)cc1Cl
-0.27	0.06	21.1	CSc1ncc(Cl)c(C(=O)Nc2nnc(SC/C=C/c3ccccc3)s2)n1
0.1	0.45	24.3	O=C(Nc1ccccc1)N1CCOCC1
0.38	0.03	12.9	CCOCCCn1c(SCC(=O)NC(C)C)nc2ccccc2c1=O
-0.59	-0.53	19.4	O=C1/C(=C/c2ccccc2)CSc2sccc21
0.1	0.07	.	O=[N+]([O-])c1ccccc1OCCCCN1CCCCC1
-0.34	-0.58	-60.0	O=C(Nc1ncnc2c1ncn2C1OC(COC(=O)c2ccccc2)C(F)C1O)c1ccccc1 (stereo not drawn)
-0.42	-0.01	50.0	Cc1cc(NC(=O)COc2ccc3oc4ccccc4c3c2)no1
-1.89	-1.73	.	CCN(CC)S(=O)(=O)c1cccc(-c2nnc(SCCCC(=O)c3ccccc3)o2)c1
.	.	?	Nc1nc2c(c(=O)[nH]1)C(c1cccc3ccccc13)C1=C(N2)c2ccccc2C1=O (stereo not drawn)
.	.	-19.1	COc1ccc(OC)c(NC(=O)c2cccc(C)c2[N+](=O)[O-])c1
0.78	-0.07	28.1	COc1cccc(Nc2ccc(C(=O)O)cc2[N+](=O)[O-])c1
-1.92	-0.44	6.7	CC(/C=N/NC(=O)c1cc(-c2ccc3ccccc3c2)n[nH]1)=C\c1ccco1
-0.5	-1.07	-78.6	CCOC(=O)C1C(=O)OC(C)(C)C1C(C)C(=O)c1ccc(OC)cc1 (stereo not drawn)
0.47	-0.94	8.5	CCOc1ccc(N(CC(=O)N/N=C/c2cc([N+](=O)[O-])ccc2Cl)S(C)(=O)=O)cc1
.	.	50.0	O=C(Cc1c(F)cccc1Cl)Nc1ccc(S(=O)(=O)NCC2CCCO2)cc1 (stereo not drawn)
0.84	2.75	.	COc1ccc(-n2c(C)cc(C(=O)COc3ccc(-n4cnnn4)cc3)c2C)cc1
-1.49	-1.2	.	O=C1c2ccccc2C(=O)N1CCCCSc1nnc(-c2ccc(OC(F)F)cc2)o1
0.9	-0.17	69.2*	O=C(Nc1ccc([N+](=O)[O-])cn1)C1CC2CCC1C2 (stereo not drawn)
.	.	35.7	CCN(Cc1ccncc1)Cc1c(O)ccc2ccccc12
-0.7	-0.74	.	Clc1ccc(CN(Cc2ccccc2)C(c2cccs2)c2nnnn2C2CCCC2)cc1 (stereo not drawn)
0.97	0.74	-4.0	CCC(C)C(NC(=O)c1ccccc1NC(=O)c1ccccc1)C(=O)N1CCOCC1 (stereo not drawn)
-1.17	-1.45	.	O=C(CN1CCN(Cc2ccccc2F)C1=O)NCCc1ccc(Cl)cc1
1.33	1.41	-13.2	COc1ccc(N2CCN(CCCNC(=O)CCCn3c(=O)[nH]c4ccsc4c3=O)CC2)cc1
-0.51	-0.24	.	CC1(C)CC(=O)C2=C(C1)OC(N)=C(C#N)C2c1cccc(OC(=O)c2ccco2)c1 (stereo not drawn)
.	.	-35.3	CCOC(=O)c1cc(C(=O)OCC)c(=O)[nH]c1N1CCCC1

Looked up by compound from above, 4 records:
sdo1 growth	sdo1 growth Rescue 24 h	INS promoter inh	structure
-0.5	-1.07	-78.6	CCOC(=O)C1C(=O)OC(C)(C)C1C(C)C(=O)c1ccc(OC)cc1 (stereo not drawn)
-0.34	-0.58	-60.0	O=C(Nc1ncnc2c1ncn2C1OC(COC(=O)c2ccccc2)C(F)C1O)c1ccccc1 (stereo not drawn)
.	.	35.7	CCN(Cc1ccncc1)Cc1c(O)ccc2ccccc12
1.33	1.41	-13.2	COc1ccc(N2CCN(CCCNC(=O)CCCn3c(=O)[nH]c4ccsc4c3=O)CC2)cc1

New compounds follow.
sdo1 growth	sdo1 growth Rescue 24 h	INS promoter inh	structure
-1.67	-1.25	-20.0	CCCOc1ccc(C(O)C(CN2CCOCC2)c2ccccc2)cc1 (stereo not drawn)
0.21	0.11	33.3	Cc1ccc(C)c(OCC(=O)Nc2ccc(S(=O)(=O)Nc3ccccn3)cc2)c1C
.	.	26.7	CCc1ccccc1NC(=S)NCCSc1ccc(Cl)cc1
-2.01	-1.33	-13.2	C=C(C)COc1ccc(-c2[nH]ncc2-c2ccccc2)c(O)c1
0.29	1.97	-19.4	CC(C)(C)c1nc2ccccc2c2nnc(SCC(=O)Nc3nccs3)n12
0.29	1.02	50.0	N#Cc1nc(-c2ccco2)oc1NCCCN1CCOCC1
0.53	-0.35	-44.4	Cc1ccc(S(=O)(=O)Nc2ccncc2)c(C)c1N(C)S(=O)(=O)c1ccc(F)cc1
0.19	-0.29	35.7	CCc1cc(=O)oc2c(C)c(O)c(CN(C)C)cc12
0.34	0.42	-19.4	CCC(C)c1ccc(NC(=O)C/C(C)=N/NC(=O)c2cnccn2)cc1 (stereo not drawn)
0.2	0.13	13.3	COc1cc(/C=N/S(=O)(=O)CCc2ccccc2)ccc1O
0.18	1.35	3.5	O=C(NCCC(c1ccccc1)c1ccccc1)c1ccc(Br)o1
1.67	1.28	-37.9	CC(=O)/C(=N\Nc1ccccc1)Sc1nncn1C
1.1	0.04	33.3	C[C@]12CCC(=O)C=C1[C@H](O)C[C@@H]1[C@@H]2[C@@H](O)C[C@@]2(C)[C@H]1CC[C@]2(O)C(=O)CO
0.68	0.37	.	CN1C(=O)c2cccc(NC(=O)CCc3ccccc3)c2C1=O
1.5	1.02	31.6	COc1ccc(C)cc1NC(=O)COCC(=O)O
1.08	0.36	.	COc1ccc(C2(NC(C)=O)CCN(C(=O)c3ccco3)CC2)cc1
0.68	0.48	.	CC(=O)Nc1ccc(NS(=O)(=O)Cc2ccccc2)cc1
2.26	2.37	-12.0	O=C(CCS(=O)(=O)c1ccccc1)Nc1ccc(-c2nc3ccccc3s2)c(O)c1
0.31	-0.95	21.7	Cc1ccc(NC(=S)N2CCOCC2)c(C)c1

Source: PubChem
